Source: PubChem
hgDAF-12 ag = agonists of H. glycines DAF-12 nuclear receptor; HEK293 GAL4-hgDAF12 UAS-luciferase reporter, agonist luminescence; normalized to butyrate control; activation, % at 6.8 µM; 1.8% of 370,000 active; AID 687014;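 active = activation above a cutoff set at the mean of all screened compounds plus 3 SD, cut at about 10% in these data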;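 also: 0% = DMSO wells and 100% = sodium butyrate wells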
PG9 binder = binds the HIV-1 gp120 antibody PG9; TR-FRET gp120-PG9 antibody binding; inhibition, % at 6.7 µM; 0.43% of 360,000 active; in the data active = inhibition above about 8.5%
FXN GAA850 act = activators of GAA850 frataxin (FXN) promoter. 0.56% of 360,000 active. HEK293 lucGAA850 FXN promoter luciferase reporter, 24 h; percent of 10 µM SAHA response. activation, % at 6 µM;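 active = activation above the average of all compounds screened plus 3 SD, cutoff fixed separately per campaign, cut at about 7.5% in these data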;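 also: 0% = DMSO wells and 100% = 10 µM SAHA wells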
GC-A act = GC-A (human) enzyme activation; 0.14% of 370,000 active; AID 1671463; P16066; activation, % at 10 µM; HEK293 GC-A cells, cGMP TR-FRET, EC30 ANP; 0% at EC30 ANP, 100% saturating ANP; in the data active = activation above about 40%
SMARCA2 activ = activators of SMARCA2 function; 1% of 370,000 active; MG213 cells, MMTV-luciferase reporter, dexamethasone, overnight; activation, % at 9.1 µM; in the data active = activation above about 7.8%;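 also: 0% = vehicle wells and 100% = reference activator wells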
ssDAF12 agonist = activates DAF-12 receptor from parasite S. stercoralis | activation, % at 6.8 µM | 1% of 370,000 active | HEK293 ssDAF-12/GRIP1 lit1-tk-luc reporter, luminescence; % of 3 µM dafachronic acid response;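 active = activation above the mean over all tested compounds plus 3 SD, cut at about 0.9% in these data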;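 also: 0% = DMSO-only wells and 100% = 3 µM delta7-dafachronic acid wells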
DAX1 inh-1 = inhibitors of DAX1 repression of SF-1 activated StAR promoter; HEK293T StAR-luciferase reporter, SF-1/DAX-1 repression relief; inhibition, % at 6.8 µM; 1.1% of 370,000 active; AID 652010;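 active = inhibition above the mean over all tested compounds plus 3 SD, cut at about 3.6% in these data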;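 also: 0% = DAX-1 cells with DMSO and 100% = cells lacking DAX-1 with DMSO; higher inhibition means more luminescence from relief of DAX-1 repression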
ADAM17 inh = ADAM17 inhibition, QFRET primary screen; inhibition, % at 6.95 µM; AID 720648; P78536; recombinant ADAM17, EDANS/DABCYL FRET peptide cleavage; 0.83% of 370,000 active;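 active = inhibition above the mean of compounds lying between control limits plus 3 SD, set per campaign, cut at about 8.5% in these data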;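 also: 0% = DMSO-only wells as the low control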
Target sequence (P78536 215-824 limits assumed): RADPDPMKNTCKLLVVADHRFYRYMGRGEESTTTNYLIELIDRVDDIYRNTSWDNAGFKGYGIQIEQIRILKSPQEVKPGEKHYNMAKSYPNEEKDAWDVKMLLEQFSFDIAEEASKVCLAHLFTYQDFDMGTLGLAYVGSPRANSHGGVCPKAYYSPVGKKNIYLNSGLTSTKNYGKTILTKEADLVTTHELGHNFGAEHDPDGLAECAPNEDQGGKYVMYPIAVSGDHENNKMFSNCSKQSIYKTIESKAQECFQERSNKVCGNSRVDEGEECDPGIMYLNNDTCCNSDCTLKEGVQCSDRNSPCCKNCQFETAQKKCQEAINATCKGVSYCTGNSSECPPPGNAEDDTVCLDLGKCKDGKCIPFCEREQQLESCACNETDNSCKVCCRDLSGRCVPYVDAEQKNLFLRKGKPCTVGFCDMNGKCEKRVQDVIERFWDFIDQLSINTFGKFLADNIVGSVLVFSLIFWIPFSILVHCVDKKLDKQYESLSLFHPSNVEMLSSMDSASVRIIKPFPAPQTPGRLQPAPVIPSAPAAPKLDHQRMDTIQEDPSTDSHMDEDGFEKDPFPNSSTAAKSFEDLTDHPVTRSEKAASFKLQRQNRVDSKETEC
hcDAF12 agonist = activates DAF-12 receptor from parasite H. contortus | 1.4% of 370,000 active | AID 652067 | activation, % at 6.8 µM | HEK293 hcDAF-12 lit1-tk-luc reporter, luminescence; 0% DMSO, 100% Δ7-dafachronic acid;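 active = activation above the mean of all tested compounds plus 3 SD, cut at about 5.5% in these data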;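 also: 100% = response to 3 µM Δ7-dafachronic acid high control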
DAX1 inh-2 = inhibitors of human orphan nuclear receptor DAX1 (NR0B1); inhibition, % at 6.75 µM; 0.99% of 340,000 active; HEK293 Gal4-DAX1 luciferase reporter, luminescence; P51843; AID 504766;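 active = inhibition above the mean over all tested compounds plus 3 SD, cut at about 4.2% in these data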;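 also: 0% = DAX1-transfected cells with DMSO and 100% = empty-vector control cells with DMSO; inhibition shows as a rise in luminescence from relieved DAX1 repression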
ADAM10 inh = inhibitors of human ADAM10; inhibition, % at 7 µM; O14672; AID 720582; recombinant ADAM10, EDANS/DABCYL FRET peptide cleavage, 3 h; 0.62% of 370,000 active;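 active = inhibition above a per-campaign cutoff equal to the mean of compounds falling between control-based bounds plus 3 SD, cut at about 20% in these data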;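 also: 0% = DMSO wells while the 100% control is not disclosed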
Target sequence (O14672 214-748 limits assumed): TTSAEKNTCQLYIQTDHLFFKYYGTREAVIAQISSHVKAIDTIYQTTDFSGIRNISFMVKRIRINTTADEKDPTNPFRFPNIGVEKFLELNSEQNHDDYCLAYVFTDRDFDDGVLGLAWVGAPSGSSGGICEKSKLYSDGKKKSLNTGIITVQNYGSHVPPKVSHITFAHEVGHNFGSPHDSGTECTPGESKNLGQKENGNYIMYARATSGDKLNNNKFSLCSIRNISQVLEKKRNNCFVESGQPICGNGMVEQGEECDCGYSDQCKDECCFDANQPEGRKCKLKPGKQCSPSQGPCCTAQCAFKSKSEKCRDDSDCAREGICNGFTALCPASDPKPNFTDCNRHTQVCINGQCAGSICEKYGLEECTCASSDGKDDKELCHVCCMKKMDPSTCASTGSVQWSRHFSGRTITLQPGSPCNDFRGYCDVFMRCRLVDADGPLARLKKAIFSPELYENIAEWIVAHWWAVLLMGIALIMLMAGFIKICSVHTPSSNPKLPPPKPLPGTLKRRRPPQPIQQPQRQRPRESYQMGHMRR
* hit, by the source's call; i = inactive; . = not tested or not shown. Not a hit list; overall some 6.8% were active at least once.

SMILES	hgDAF-12 ag	PG9 binder	FXN GAA850 act	GC-A act	SMARCA2 activ	ssDAF12 agonist	DAX1 inh-1	ADAM17 inh	hcDAF12 agonist	DAX1 inh-2	ADAM10 inh
CC(CC(=O)OCC(=O)NC1CCS(=O)(=O)C1)c1ccccc1 (stereo not given)	-1.8	0.2	-1.2	-2	-6	-1.2	0.1	-4	-2.1	-0.3	-9
Cc1ccc(S(=O)(=O)Cc2ccc(C(=O)N3CCC(C)CC3)cc2)cc1	-1.0	0.6	1.7	-2	-2	-1.5	-1.8	-2	-2.9	-0.5	-17
Cc1cccc(/N=C/c2c(O)[nH]c3ccccc23)n1	12*	-2.8	6.7	0	3	1.2*	2.0	-2	11*	2.8	-2
CCOc1ccccc1NC(=O)Nc1cc(OC)ccc1OC	-0.2	-1.7	0.6	-2	0	-1.2	-0.7	-1	0.2	-0.5	0
CCN1CCC2(CC1)N=C(c1ccc(F)cc1)C(=S)N2C(=O)c1ccc(C(C)(C)C)cc1	4.8	1.0	2.8	-1	-1	-0.4	0.4	-2	-0.1	0.6	4
CCOc1ccc(C)cc1-n1nc2ccccc2n1	0.4	1.6	2.1	1	0	-1.3	-1.0	-3	-0.4	-0.2	-9
COc1ccc(C)cc1NC(=O)C1CCCN1S(=O)(=O)c1ccccc1F (stereo not given)	-1.9	1.8	-0.1	1	-2	-0.8	-2.2	-1	-3.2	-0.7	-16
O=C(N[C@H](C(=O)N1CCC[C@H]1C(=O)NCCc1ccccc1Cl)C1CCCCC1)c1ccc(Cl)c(Cl)c1	-1.6	0.3	.	-3	-4	-0.5	1.3	0	-0.9	.	-4
COC(=O)c1c(NC(=O)COC(=O)CCNS(=O)(=O)c2ccccc2)sc(C)c1C	-2.1	-2.3	1.1	0	-2	-1.0	0.3	0	-1.9	1.6	-4
O=C(O)c1ccc(Cn2c(=S)[nH]c3cc(Cl)ccc3c2=O)cc1	-1.9	-1.3	1.5	2	-3	-0.6	0.2	2	2.8	-0.8	8
Cc1cc(C)c(OCCOCCN2CCN(C)CC2)c(Cl)c1	1.3	0.8	1.2	-1	-3	-1.2	0.0	-1	-1.0	2.6	3
Cc1cccc(C)c1NC(=O)CCN1C(=O)C2C3CCC(C3)C2C1=O (stereo not given)	1.6	0.6	-0.8	5	-1	-1.5	0.1	-2	-2.0	0.9	-3
COC(=O)CSc1nnc(-c2ccc(S(=O)(=O)N3CCCCC3)cc2)o1	-0.1	1.1	2.8	-1	0	-1.5	-0.7	-4	2.0	-0.8	-3
Cc1nc2c(C#N)cnn2c2c1CCN(Cc1ccccc1)N2C	1.7	0.1	0.5	-4	3	-0.5	0.2	-6	-2.0	0.2	-14
Cc1cccc(N(C(=O)Cc2cccs2)C(C(=O)NCc2ccco2)c2ccncc2)c1 (stereo not given)	1.0	-2.5	0.3	-34	-1	-0.5	-0.2	-2	-1.2	.	-1
CCc1ccc(C(C(=O)NC2CCCCC2)N(C(=O)c2csnn2)C2CC2)cc1 (stereo not given)	-0.6	-0.1	-0.6	-8	0	-1.2	0.0	-2	-1.7	1.1	1
COc1ccc(N2CC(NC(=O)c3ccc4ccccc4c3)CC2=O)cc1OC (stereo not given)	-1.3	-0.2	-0.8	-1	-1	-0.7	0.4	-5	-1.6	0.0	-6
Cc1cccc(Oc2ncnc3onc(C)c23)c1	0.5	-1.1	1.9	2	0	-1.1	-0.4	-1	-0.7	-0.2	5
N#C/C(=N\Nc1ccc(F)cc1)C(=N)N1CCCCC1	18*	-2.5	4.0	1	7.8*	0.9*	6.0*	-5	8.1*	5.3*	10
O=C1CS(=O)(=O)N(Cc2ccccc2F)c2ccc(Br)cc21	-1.7	-1.4	6.6	-2	-5	-0.8	-0.5	4	-0.8	1.3	4
CC(Nc1nc(-c2ccc3c(c2)NC(=O)CO3)cs1)c1ccccc1 (stereo not given)	3.3	-4.0	3.1	-4	2	-2.1	-0.9	5	-2.5	0.1	13
CN1CCN(S(=O)(=O)c2ccc(Br)s2)CC1	-1.5	0.6	0.7	2	-1	-1.3	-0.1	-3	-0.4	-0.3	1
O=C1CC(c2ccco2)CC(O)=C1C=NCCN1CCN(C2CC(=O)N(c3ccccc3)C2=O)CC1 (stereo not given)	-0.7	-0.4	1.0	-2	-1	-1.0	0.2	-2	-0.3	1.2	-11
C=CCn1c(SCC(=O)Nc2cccnc2Cl)nnc1-c1ccc(C(C)(C)C)cc1	-3.3	0.7	1.5	2	-1	-1.6	0.2	2	-3.1	-0.6	5
O=C(c1ccccc1Cl)N1CCC(N2CCC(C(=O)N3CCCC3)CC2)CC1	2.8	-0.2	2.1	2	0	-0.4	2.4	-3	4.4	0.4	-12
(more compounds)
SMILES	hgDAF-12 ag	PG9 binder	FXN GAA850 act	GC-A act	SMARCA2 activ	ssDAF12 agonist	DAX1 inh-1	ADAM17 inh	hcDAF12 agonist	DAX1 inh-2	ADAM10 inh
O=C(Nc1cccc2c1CCCC2)C1CCN(C(=O)NC2CCCCC2)CC1	-0.6	0.4	-2.1	9	-1	-1.5	1.6	-4	-0.9	1.7	-8
COC(=O)C1=CN(c2ccc(OC)cc2)C(N)=C(C#N)C1c1cccc2ccccc12 (stereo not given)	-4.1	-0.1	.	-6	2	-0.8	0.2	-6	0.3	.	-11
CC(=O)[C@@]12O[C@@H]1C[C@H]1[C@@H]3CC[C@H]4C[C@@H](O)CC[C@]4(C)[C@H]3CC[C@@]12C	1.2	-1.0	-0.3	7	-1	0.1	-0.4	-4	-1.2	-0.7	-2
CC(=O)c1cc(-c2cccc(C(C)C)c2)c(=O)n2c1CCC2	-0.1	.	.	-1	-1	-0.3	-0.1	-2	-0.5	.	-2
c1csc(-c2nc3ccccn3c2NC2CCCCC2)c1	0.6	-2.0	6.4	4	-1	-1.9	-0.6	-242	-0.6	-1.6	i
O=C(NCc1ccccc1)/C(=C\c1ccc(F)cc1)NC(=O)c1ccco1	-1.9	-2.5	0.1	1	3	-1.1	-1.2	0	-0.6	1.7	-2
Cn1c(=O)c2c(nc(SCC(=O)O)n2Cc2cc3c(cc2Cl)OCO3)n(C)c1=O	2.2	-1.1	1.0	1	-2	-1.9	0.3	-3	0.4	-0.5	2
O=C(NCc1ccco1)C1(c2ccc(Cl)cc2)CCCC1	-0.8	2.0	1.4	-24	-5	-1.8	-1.0	-5	-1.7	-0.6	-1
CCOc1ccc2[nH]c3c(NCCC(C)C)ncnc3c2c1	-2.8	0.0	-2.9	8	0	-2.0	-1.1	-163	-3.4	-0.5	-351
Cc1cc(NC(=O)CSc2nc3c(c(=O)n2CCc2ccccc2)SC(C)C3)no1 (stereo not given)	0.9	-1.2	-1.6	-2	-1	-1.2	1.2	-1	0.9	1.3	-4
COc1ccc(NC(=O)CSc2nnc(CNC(=O)c3ccco3)o2)c(OC)c1	1.6	1.5	1.1	3	-5	-0.6	-0.1	-2	-0.8	0.3	-1
COc1ccccc1/C=C1\CCC(C2CCCC2)C1=O (stereo not given)	3.9	-0.5	2.9	-8	0	-0.4	1.1	-5	1.9	2.6	1
COc1cc(NC(=O)c2ccc(S(=O)(=O)N(C)c3ccccc3)cc2)cc(OC)c1	0.0	-1.3	-1.9	-1	-3	-1.8	-2.8	10*	-2.3	-1.9	15
Cc1ccc(N(CC(=O)NC2CCCCC2)C(=O)CCCC(=O)Nc2ccccn2)c(C)c1	-1.5	0.3	0.0	1	-3	-1.4	0.0	2	1.4	1.9	-3
CCc1ccccc1Cn1c(=O)oc2cccnc21	1.2	-0.9	-1.1	6	-1	-1.5	0.8	-27	1.0	1.4	-60
CC(=O)N(c1ccccc1)c1ccccc1[N+](=O)[O-]	-1.6	-2.4	-0.9	-2	-3	-1.1	-1.4	-5	-0.8	-0.1	-11
CCC(Oc1ccccc1)C(=O)Nc1nc2ccccc2[nH]1 (stereo not given)	0.8	0.1	-0.7	4	-2	-0.7	0.2	-1	-0.5	1.9	-8
O=C(Cc1cccc(NC(=O)C2CCN(C(=O)C3CCC3)CC2)c1)Nc1cccc(C(=O)N2CCCC2)c1	-2.0	0.0	0.5	2	0	-1.2	0.6	-1	-1.8	-1.6	-4
Cc1ccc(NC(=O)C(=O)NCCN2CCN(C(=O)C(c3ccccc3)c3ccccc3)CC2)cc1	-2.0	0.4	-0.1	0	-3	-1.1	-0.3	0	-0.5	-0.4	4
Cc1noc(C)c1C(=O)N1CCCC(Nc2ccc(C(C)C)cc2)C1 (stereo not given)	-0.1	-0.4	1.2	0	-3	-0.7	1.0	-1	3.4	0.2	-4
O=C(Cn1ncc2c3ccccc3n(Cc3ccccc3F)c2c1=O)NCCN1CCOCC1	-1.3	-1.5	1.8	20	-4	-0.9	-1.3	-15	-2.0	0.5	-27
CN1CCN(C(=O)/C(=C/c2cn(S(=O)(=O)N(C)C)c3ccccc23)NC(=O)c2ccccc2F)CC1	-1.2	-1.7	-0.9	-4	-2	-0.7	-0.4	-2	2.8	1.2	-7
O=S(=O)(O)c1cccc2cccc(Nc3ccccc3)c12	2.7	2.3	1.0	3	0	-1.2	0.5	-15	-1.5	1.1	-25
Cc1cc(NC(=O)CSCC(=O)OCC(=O)c2ccc(Br)cc2)no1	1.8	0.6	0.3	-2	-6	-1.1	0.3	-4	-1.4	1.1	-12
Cc1cccc(C(=O)N2CCN(c3ncnc4c3cnn4-c3ccccc3)CC2)c1	0.2	0.2	0.5	1	1	-1.3	-0.1	-2	-1.5	-0.7	13

For convenience, some entries already given.
SMILES	hgDAF-12 ag	PG9 binder	FXN GAA850 act	GC-A act	SMARCA2 activ	ssDAF12 agonist	DAX1 inh-1	ADAM17 inh	hcDAF12 agonist	DAX1 inh-2	ADAM10 inh
c1csc(-c2nc3ccccn3c2NC2CCCCC2)c1	0.6	-2.0	6.4	4	-1	-1.9	-0.6	-242	-0.6	-1.6	i
O=C(NCc1ccccc1)/C(=C\c1ccc(F)cc1)NC(=O)c1ccco1	-1.9	-2.5	0.1	1	3	-1.1	-1.2	0	-0.6	1.7	-2

The list goes on.
SMILES	hgDAF-12 ag	PG9 binder	FXN GAA850 act	GC-A act	SMARCA2 activ	ssDAF12 agonist	DAX1 inh-1	ADAM17 inh	hcDAF12 agonist	DAX1 inh-2	ADAM10 inh
O=C(CNC(=O)c1ccccc1)c1ccccc1	8.3	-0.6	1.2	0	7	0.2	2.8	-2	3.9	0.7	-6
N#Cc1ccccc1OCC(=O)NNC(=O)CCC1CCCC1	1.6	-1.5	1.9	1	-5	-0.9	0.0	6	2.2	0.6	4
O=C(CSc1nc2ccccc2c(=O)[nH]1)Nc1ccc(C(=O)O)cc1	0.7	-0.6	1.2	4	0	-1.3	0.6	-4	-0.5	1.1	-6
CCN(CC(=O)Nc1ccc2c(c1)OCCO2)C(=O)CCOc1ccccc1	-1.0	-0.7	0.6	-1	-2	-1.5	0.5	0	-1.3	0.3	-4
Cc1cccc(N2C(=O)c3cccc(Oc4ccc(Cl)cc4)c3C2=O)c1	3.5	0.1	3.1	4	0	-0.7	-0.1	-3	-2.5	5.2*	-3
CC1CCCN(S(=O)(=O)c2ccccc2[N+](=O)[O-])C1 (stereo not given)	-3.2	-0.3	1.4	3	2	-1.2	-0.3	-1	-1.9	-1.0	1
CC(=O)c1ccc(OC(=O)c2ccc(Br)o2)cc1	1.2	1.0	1.9	7	0	-0.7	-1.0	-3	-0.9	1.0	-5
COc1cccc(OC)c1C(=O)NNC(=O)c1cccc(COc2ccc3c(c2)CCC3)c1	12*	-1.1	2.4	11	4	-0.7	2.3	1	2.4	-3.9	8
